All columns: NCI-60 one-dose screen, growth in % after 48 h at 10 µM unless noted; 100 = growth as untreated, 0 = no growth, -100 = all killed.
HS 578T: HS 578T breast cancer; 78,000 tested, 4.1% active; AID 1794788
SK-MEL-2: SK-MEL-2 melanoma | 77,000 tested, 4.7% active | AID 1794763
MCF7: MCF7 breast cancer | 82,000 tested, 6.3% active
MALME-3M: MALME-3M melanoma. AID 1794766. 78,000 tested, 5.8% active
T-47D: T-47D breast cancer; 79,000 tested, 5% active
MDA-MB-231: MDA-MB-231 breast cancer | 81,000 tested, 5% active | AID 1794789
BT-549: BT-549 breast cancer; 78,000 tested, 4.4% active; AID 1794793
LOX IMVI: LOX IMVI melanoma; 79,000 tested, 7.4% active
* marks the source's active call; other numbers are inactive results; . = not tested or not shown; & = joins results of further samples. The calls were made as follows: active = growth percent below 10; inactive = the rest.

SMILES | HS 578T | SK-MEL-2 | MCF7 | MALME-3M | T-47D | MDA-MB-231 | BT-549 | LOX IMVI
COc1cc2ccnc(/C=N\O)c2cc1OC | 87 | 119 | 80 | 109 | 96 | 93 | 93 | 96
Cc1ccc2c(Cn3cc(CSc4nc5ccccc5o4)nn3)cc(=O)oc2c1 | 107 | 106 | 100 | 104 | 100 | 106 | 104 | 97
CCS(=O)(=O)N(C)c1ccc(C(=O)N2CCN(c3cccc(Cl)c3)CC2)cc1 | 99 | 92 | 95 | 80 | 90 | 111 | 96 | 99
CC(=O)c1nn(-c2ccc(S(N)(=O)=O)cc2)c(-c2ccc(C)cc2)c1S(=O)(=O)c1ccccc1 | 87 | 99 | 93 | 103 | 93 | 82 | 88 | 104
O=C(COc1ccc(NC(=O)Nc2ccc(Cl)c(Cl)c2)cc1)N=Nc1c(O)[nH]c2ccc(Br)cc12 | -5.9* | -72* | -1.8* | -85* | -26* | -59* | -72* | .
CC(C)(C)CC(C)(C)Nc1c(-c2cccnc2)nc2cnccn12 | 100 | 98 | 96 | 111 | 92 | 87 | 90 | 94
COc1cc(/C=C/C(=O)c2c(C)[n+]([O-])c3ccccc3[n+]2[O-])ccc1O | 99 | 84 | 93 | 103 | 111 | 81 | 89 | 93
CC(C)(C)c1ccc(O)c(O)c1 | 112 | . | 95 | 151 | 95 | 99 | . | 107
COc1cc2c(cc1OC)C(=O)OC(=O)C2 | 106 | . | 94 | 107 | 94 | 108 | 112 | 100
Cc1ccc(CSc2nc(-c3ccc(F)cc3)c(C#N)c(N3CCN(c4ccccc4)CC3)n2)cc1 | 102 | 85 | 79 | 91 | 88 | . | 112 | 91
Cc1ccc(OCCSC(=S)N(C)C)cc1 | 105 | 104 | 91 | 120 | 90 | 108 | 103 | 101
Cc1ncc2c(n1)-c1cnc(Nc3ccccc3)nc1CC2 | 102 | 106 | 88 | 93 | 93 | 73 | 103 | 95
CNCCC1CCCCC1 | 96 | 107 | 91 | 92 | 85 | 99 | 95 | 97
CC(=O)C1=CC[C@H]2[C@@H]3CCC4=CC(=O)CC[C@]4(C)[C@H]3CC[C@]12C | . | 106 | 102 | 152 | 95 | 121 | 103 | 109
Cc1cc(C)c(O)c(CNC2CCCCC2)c1 | 97 | 79 | 88 | 85 | 90 | 107 | 112 | 94
O=C1Nc2ccccc2/C1=C/c1ccc(OCc2ccccn2)cc1 | . | 112 | 49 | 75 | 45 | . | 59 | .
CN1CCN(CC(=O)N2c3ccccc3C(=O)Nc3cccnc32)CC1 | 107 | 153 | 95 | 95 | 107 | 98 | 98 | 94
COc1cccc(-c2nn(-c3ccccc3)cc2-c2ccnc(NCCNS(=O)(=O)c3ccc(Cl)cc3)c2)c1 | 54 | 13 | 11 | 50 | 3.6* | 19 | 42 | 24
CCOC(=O)c1c(-c2ccc(OC)cc2)c(C#N)c(=O)n(-c2cccc(C(F)(F)F)c2)c1N | 100 | 100 | 100 | 104 | 92 | 96 | 107 | 96
CCOP(=O)(OCC)c1nc(-c2ccccc2)oc1NCCCO | 103 | 105 | 100 | 102 | 103 | 109 | 116 | 102
C=C(C=O)[C@@H]1CC[C@]2(CO)CC[C@]3(C)[C@H](CC[C@@H]4[C@@]5(C)CCCNC(C)(C)[C@@H]5CC[C@]43C)[C@@H]12 | 72 | 100 | 13 | 67 | 13 | 91 | 74 | .
Cc1ccc2[nH]c(=O)c3c(c2c1)Oc1ncn2nc(-c4ccco4)nc2c1C3c1ccc(Cl)cc1 (stereo unspecified) | 93 | 96 | 87 | 96 | 89 | 89 | 91 | 90
COc1ccc(/C=N/NC(=O)CSc2nc3ccccc3c(=O)n2CCc2ccc(S(N)(=O)=O)cc2)cc1 | 80 | . | 71 | 80 | 49 | 75 | 67 | 71
CCOc1cnc(NC(=O)CCl)nc1OCC | 113 | 101 | 92 | 103 | 97 | 103 | . | 96
CCN(CC)CCCNc1nccc2c(OC)cccc12 | 90 | 107 | 83 | . | 88 | 84 | 97 | 96
C/C(=N\Nc1ccc(Cl)cc1)c1ccc(NC2=CC(=O)c3ccccc3C2=O)cc1 | 64 | 69 | 54 | 27 | 54 | 70 | 74 | 34
c1coc2occoc=2o1 | 104 | 105 | 104 | 103 | 98 | 108 | 104 | 102
CC1(C)CC(=O)c2cc3c(N)c(C(=O)Nc4ccc(F)cc4)sc3nc2C1 | 111 | 123 | 105 | 117 | 111 | 112 | 112 | 102
Fc1ccc2nncc(SCc3ccccc3Cl)c2c1 | 96 | 124 | 88 | 124 | 89 | 102 | 112 | 86
CN(C)CCOC1(Cc2ccc(F)cc2)CCC(C(C)(C)C)CC1 (stereo unspecified) | 76 | 94 | 88 | 92 | 77 | 99 | 94 | 94
C=C(C)C1CC[C@]2(C(=O)NCCCCN)CC[C@]3(C)C(=CC[C@@H]4[C@@]5(C)C[C@@H](CC#CC#CC[C@@H]6C[C@]7(C)[C@H]8CC=C9[C@H]%10C(C(=C)C)CC[C@]%10(C(=O)NCCCCN)CC[C@@]9(C)[C@]8(C)CC[C@H]7C(C)(C)[C@H]6OC(C)=O)[C@H](OC(C)=O)C(C)(C)[C@@H]5CC[C@]43C)[C@@H]12 (stereo partly specified) | 117 | 107 | 101 | 98 | . | 93 | 104 | 96
CC(C)=CCC/C(C)=C/C1OC23CCCCC2C(C#N)(C(=N)O3)C1(C#N)C#N (stereo unspecified) | 110 | 86 | 80 | 96 | 88 | 114 | 98 | 92
COC(=O)CCCN1C(=O)/C(=C/N2N=C(c3ccc(OC)cc3)CC2c2ccc(OC)cc2)SC1=S (stereo unspecified) | 18 | 97 | 80 | 83 | 95 | 85 | 19 | 81
CC1(C)C(C=C(Cl)Cl)C1C(=O)OCc1cccc(Oc2ccccc2)c1 (stereo unspecified) | 87 | 91 | 92 | 78 | 87 | 74 | 106 | 88
COc1cccc(-c2nn(-c3ccccc3)cc2-c2ccnc(Br)c2)c1 | 104 | 85 | 71 | 64 | 46 | 78 | 67 | 80
O=S(=O)(Nc1ccc(Cl)nn1)c1ccc(NC(=S)Nc2ccccc2O)cc1 | 87 | 100 | 88 | 95 | 97 | 92 | 98 | 94
COc1cc(-c2n/c(=C\c3c(O)[nH]c4ccccc34)cc3c2=Nc2ccccc2-3)ccc1F | 90 | 99 | 47 | . | 79 | 37 | 90 | 56
COc1ccc(-c2ccc3c(c2)sc2nc(-c4ccc(F)cc4)cn23)cc1 | 99 | 73 | 33 | 101 | 55 | 94 | 105 | 102
Cn1c2c(Cl)c(Cl)ccc2c2c(C#N)c[nH]c(=O)c21 | 85 | 97 | 97 | 140 | 102 | 99 | 120 | 92
O=c1[nH]cc(CN2CCOCC2)c(=O)[nH]1 | . | 104 | 102 | 110 | 109 | 110 | 108 | 105
O=C(O)c1ccc2c(c1N=Nc1c(O)[nH]c(=S)[nH]c1=O)C(=O)c1ccccc1C2=O | 114 | 103 | 94 | 107 | 104 | 93 | 96 | 94
COc1ccc(CNc2c(OC)nc(N)nc2-n2c(-c3ccc(OC)cc3)nc3ccccc32)cc1 | 100 | 108 | 89 | 109 | 89 | 88 | 108 | 98
Cc1ccc(C(C)C)cc1Oc1cccc(-c2c(-c3ccc(C(F)(F)F)cc3)ncn2C2CCNCC2)n1 | -63* | -93* | -85* | -87* | -84* | -96* | -99* | -76*
CC(=O)Nc1ccc(C(O)C2=CC(=O)c3ccccc3C2=O)cc1 (stereo unspecified) | 79 | 76 | 43 | 87 | 51 | 58 | 89 | 50
CN1CCN(Cc2ccc(NC(=O)c3cncc(C#Cc4c(N)ncc5ccccc45)c3)cc2C(F)(F)F)CC1 | -32* | -79* | -71* | -85* | -65* | -89* | 15 | -94*
CCCCC(C(=O)O)C(C)CC (stereo unspecified) | 111 | 106 | 101 | 98 | 101 | 104 | 101 | 100
Cc1ccc(-c2ccc(SCC(=O)Nc3ccc(S(N)(=O)=O)cc3Br)nn2)cc1 | 32 | 81 | 32 | 29 | 35 | 1.3* | 14 | -66*
COc1cc(O)c(C(=O)O)c(OC)c1 | 114 | 106 | 102 | . | 126 | 126 | . | 98
COc1cc(OC)c(S(=O)(=O)NNC(=O)c2ccncc2)cc1C(=O)/C=C/c1ccc(C)cc1 | 81 | 109 | 27 | 95 | 73 | 67 | 6.2* | .
COc1ccccc1/C=C/C(=O)c1ccc(B(O)O)cc1 | 98 | 105 | 60 | 112 | 81 | 105 | 52 | 59
Additional entries follow:
SMILES | HS 578T | SK-MEL-2 | MCF7 | MALME-3M | T-47D | MDA-MB-231 | BT-549 | LOX IMVI
COc1ccc(/C=C2\N=C(Nc3ccccc3)N(NC(=O)CCl)C2=O)cc1 | 114 | 109 | 89 | 116 | . | 114 | 97 | 95
NC1=NC(c2ccccc2O)c2sc3ccc(Cl)cc3c2N1 (stereo unspecified) | 106 | 100 | 78 | 95 | 84 | 86 | 111 | 101
COc1cc2oc(-c3cccc(NC(=O)c4cc([N+](=O)[O-])ccc4Cl)c3)cc(=O)c2c(OC)c1OC | 99 | 103 | 33 | 84 | 70 | 70 | 92 | 40
CCC(C(=O)O)N1C(=O)/C(=C/c2ccc(O)c(O)c2)SC1=S (stereo unspecified) | 105 | 141 | 98 | 100 | 100 | 100 | 109 | 103
CCC(C#N)(c1ccccc1)c1ccccc1 | 110 | 105 | 101 | 111 | 98 | 110 | 96 | 110
O=[N+]([O-])c1cc(Br)cc(Br)c1 | 98 | 102 | 91 | 109 | 96 | 106 | 110 | 98
COc1cc(C2CC(=O)Nc3cc(O)ccc32)cc(OC)c1OC (stereo unspecified) | 132 | 92 | 91 | 91 | 100 | 109 | 99 | 101
S=c1[nH]nc(-c2cc(-c3cccnc3)n(-c3ccccc3)n2)o1 | 99 | 113 | 107 | 105 | 93 | 113 | 98 | 92
O=C(O)CC(Br)c1cccc([N+](=O)[O-])c1 (stereo unspecified) | 107 | 112 | 86 | 113 | 114 | 122 | . | 106
CCN1C(=S)N(c2ccccc2)C2NC(=O)N(/N=C/C=C/c3ccccc3OC)C21 (stereo unspecified) | 79 | 120 | 63 | 87 | 93 | 72 | 95 | 75
Cn1c(=O)c2[nH]c(C(F)(F)C(F)(F)F)nc2n(C)c1=O | 108 | 104 | 94 | 101 | 107 | 104 | 104 | 96
CC(=O)CC(C)(C)c1ccccc1 | 108&95 | 101&95 | 103&99 | 132&119 | 103&112 | 127&105 | 117&95 | 118&102
Clc1nc2ccc(Br)cc2cc1-c1nc2ccccc2s1 | 93 | 104 | 79 | 109 | 102 | 71 | 94 | 87
CCOc1ccccc1Nc1nc(-c2c(C)nc3sccn23)cs1 | 79 | . | 53 | 84 | 45 | 75 | 82 | 72
Cc1n(Cc2ccc3ccccc3n2)cc[n+]1Cc1ccc2ccccc2n1 | 92 | . | 61 | 56 | 27 | 97 | 73 | 82
Cc1oc2nc[nH]c(=O)c2c1C(=O)/C=C/c1ccccc1 | 96 | 108 | 84 | 98 | . | 91 | 101 | 92
Cc1ccccc1/C=C1N=C(/C=C/c2ccccc2)OC/1=O | 108 | 93 | 95 | 94 | 101 | 115 | 104 | 95
Fc1ccc(-c2nc(-c3ccc(-c4nc5ccc(F)cc5[nH]4)cc3)no2)cc1 | 71 | 102 | 53 | 68 | 63 | 74 | 60 | 43
COc1ccc(-c2nc3ccc(-c4nnc(SCc5ccccc5)o4)cc3[nH]2)cc1 | -17* | 11 | -20* | -75* | -42* | -67* | -54* | -97*
C(=C\c1ccccn1)/c1ccncc1 | 118 | 66 | 89 | 118 | 112 | 110 | 123 | 99

11 entries from above, in markdown:
| Molecule | HS 578T | SK-MEL-2 | MCF7 | MALME-3M | T-47D | MDA-MB-231 | BT-549 | LOX IMVI |
| --- | --- | --- | --- | --- | --- | --- | --- | --- |
| CCN1C(=S)N(c2ccccc2)C2NC(=O)N(/N=C/C=C/c3ccccc3OC)C21 (stereo unspecified) | 79 | 120 | 63 | 87 | 93 | 72 | 95 | 75 |
| Cn1c(=O)c2[nH]c(C(F)(F)C(F)(F)F)nc2n(C)c1=O | 108 | 104 | 94 | 101 | 107 | 104 | 104 | 96 |
| CC(=O)CC(C)(C)c1ccccc1 | 108&95 | 101&95 | 103&99 | 132&119 | 103&112 | 127&105 | 117&95 | 118&102 |
| Clc1nc2ccc(Br)cc2cc1-c1nc2ccccc2s1 | 93 | 104 | 79 | 109 | 102 | 71 | 94 | 87 |
| CCOc1ccccc1Nc1nc(-c2c(C)nc3sccn23)cs1 | 79 | . | 53 | 84 | 45 | 75 | 82 | 72 |
| Cc1n(Cc2ccc3ccccc3n2)cc[n+]1Cc1ccc2ccccc2n1 | 92 | . | 61 | 56 | 27 | 97 | 73 | 82 |
| Cc1oc2nc[nH]c(=O)c2c1C(=O)/C=C/c1ccccc1 | 96 | 108 | 84 | 98 | . | 91 | 101 | 92 |
| Cc1ccccc1/C=C1N=C(/C=C/c2ccccc2)OC/1=O | 108 | 93 | 95 | 94 | 101 | 115 | 104 | 95 |
| Fc1ccc(-c2nc(-c3ccc(-c4nc5ccc(F)cc5[nH]4)cc3)no2)cc1 | 71 | 102 | 53 | 68 | 63 | 74 | 60 | 43 |
| COc1ccc(-c2nc3ccc(-c4nnc(SCc5ccccc5)o4)cc3[nH]2)cc1 | -17* | 11 | -20* | -75* | -42* | -67* | -54* | -97* |
| C(=C\c1ccccn1)/c1ccncc1 | 118 | 66 | 89 | 118 | 112 | 110 | 123 | 99 |

More entries.
SMILES | HS 578T | SK-MEL-2 | MCF7 | MALME-3M | T-47D | MDA-MB-231 | BT-549 | LOX IMVI
O=C(Nc1nc2ccc(OC(F)(F)F)cc2o1)c1ccccc1 | . | 94 | 80 | 94 | 79 | 98 | 106 | 94
O=C(NC1CCCCC1)C1=NCCCCN1 | 108 | 109 | 100 | 110 | 103 | 104 | 101 | 98
NC1=NC(c2ccc(F)cc2)c2c(n[nH]c2N)N1 (stereo unspecified) | 107 | 107 | 87 | 102 | 100 | 63 | 109 | 70
O=c1c2cc(F)cc(Cl)c2sc2c(Cl)nc3ccccc3c12 | 88 | 108 | 77 | 89 | 92 | 84 | . | 81
CC(=O)C1(C)C(=O)N(c2ccc(F)cc2)C(=O)N1c1ccc(F)cc1 (stereo unspecified) | 103 | 105 | 103 | 113 | 103 | 124 | 115 | 105

Screens as filed in PubChem BioAssay.
